# From PubChem
# TSG101-PTAP inh – blocks PTAP/TSG101 interaction to inhibit HIV-1 budding; Potency, µM (series often up to 115 µM), without a hit: top-dose activity change, negative = inhibition, usual class: inhibitors; Fluorescence polarization, FITC-PTAP peptide / Tsg101 binding; Q99816; 340,000 tested, under 10 active; AID 493005; active = well fitted inhibition curve with a large enough effect in the main read-out, with a control signal flat, not every such curve was filed as active; inconclusive = small, poorly fitted or top-dose-only effect, or effect the other way, or a change in a side signal; inactive = no such curve, though single readings can be large or run the other way; also: potency is read from the fitted curve at half-maximal effect; % of control where 0% means no effect
# Target sequence (Q99816 whole entry, looked up): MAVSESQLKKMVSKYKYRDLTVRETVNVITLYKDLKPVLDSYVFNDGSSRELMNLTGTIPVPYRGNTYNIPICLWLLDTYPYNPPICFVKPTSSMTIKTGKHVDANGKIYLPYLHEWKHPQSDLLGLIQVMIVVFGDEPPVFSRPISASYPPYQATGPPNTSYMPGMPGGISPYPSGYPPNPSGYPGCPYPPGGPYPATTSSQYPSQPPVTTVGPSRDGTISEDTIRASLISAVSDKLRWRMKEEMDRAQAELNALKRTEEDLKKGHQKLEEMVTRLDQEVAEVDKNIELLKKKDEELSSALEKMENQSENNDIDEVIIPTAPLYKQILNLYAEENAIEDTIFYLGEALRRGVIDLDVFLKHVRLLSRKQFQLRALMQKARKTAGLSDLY
#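 Tsg101 binding domain (10 uM final) was mixed with compound and a FITC-labeled PTAP peptide (50 nM final) in HEPES pH 7.5 buffer with NaCl, Tween 20, EDTA and TCEP; fluorescence polarization was read after 20 min at r.t.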
# TCR activator – T cell receptor activation; primary human leukocytes, anti-CD3, IL-2 HTRF, 48 h; Potency, µM (doses to about 9.22 µM), for the others: at the highest dose activation of IL-2 secretion, usual class: activators; 330,000 tested, under 10 active; also: % of control where 0% means no effect
#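 Using a-CD3 beads without co-stimulation, primary human leukocytes were exposed to compounds for 48 hr. An HTRF IL-2 kit measured the cytokine, with europium-to-d2 energy transfer producing emission at 665nm upon 320nm excitation.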
# BRCA1 expr act – increases BRCA1 expression; MCF7-BRCA1-FFLuc reporter, luminescence, 48 h; response scale: scaled: vehicle 0%, 10 µM genistein 100%; Potency, µM (top dose mostly 46.1 µM), inactives show at the highest dose activation, hits mostly activators; 380,000 tested, 1.1% active; AID 624202; also: potency is read from the fitted curve at half-maximal effect; nearly all actives have a fitted effect of over 80% in size; some results filed as inactive show a strong effect at the top dose
#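 MCF7 cells carrying a BRCA1-firefly luciferase reporter (2000 cells/well, phenol-red free MEM) were attached for 2 h at 37 °C, then given compounds for 48 h. Luminescence was read 15 min after luciferase reagent; activity normalized to genistein (10 microM) and DMSO.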
# a7 integrin act – integrin-mediated muscular dystrophy alleviation activation; Potency, µM (titrated, usually from 38.3 µM), inactives show at the highest dose activation, hits mostly activators; 350,000 tested, 0.064% active; alpha7betagal myoblasts, beta-gal FDG fluorescence, 48 h;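 also: potency is read from the fitted curve at half-maximal effect; 100% = response of the positive control SU9516; nearly all actives have a fitted effect of over 60% in size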
#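 alpha7betagal+/- myoblasts (passage 13, 250/well) treated 48 h at 37C with compounds at 1:260 dilution of DMSO stock. Lysed, then beta-galactosidase activity read as FDG fluorescence (ex 480/em 540) after 30 min, with pre-read for autofluorescence.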
# B2AR arrestin – agonists driving beta-arrestin recruitment to human beta2-adrenergic receptor; 330,000 tested, 0.02% active; Potency, µM (series often up to 46.1 µM), for inactives: at the top dose activation, most hits filed as activators; P07550; beta-arrestin recruitment to beta2AR, cell-based reporter;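 also: potency is read from the fitted curve at half-maximal effect; 0% = DMSO controls and full agonism = EC100 isoproterenol or metaproterenol; nearly all actives have a fitted effect of over 65% in size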
# Target sequence (P07550 whole entry, looked up): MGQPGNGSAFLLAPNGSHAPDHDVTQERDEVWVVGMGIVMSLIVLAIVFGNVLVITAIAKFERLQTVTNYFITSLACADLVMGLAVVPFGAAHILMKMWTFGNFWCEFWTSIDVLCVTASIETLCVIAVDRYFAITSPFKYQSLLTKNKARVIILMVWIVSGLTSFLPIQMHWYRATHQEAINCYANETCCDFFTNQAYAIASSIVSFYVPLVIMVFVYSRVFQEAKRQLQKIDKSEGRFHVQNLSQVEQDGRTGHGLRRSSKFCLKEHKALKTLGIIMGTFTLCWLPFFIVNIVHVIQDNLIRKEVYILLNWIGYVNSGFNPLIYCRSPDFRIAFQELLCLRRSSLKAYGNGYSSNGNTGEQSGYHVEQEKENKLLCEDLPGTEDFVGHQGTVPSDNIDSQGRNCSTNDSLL
# MLL CXXC-DNA inh – blocks binding of human MLL CXXC domain to DNA. Potency, µM (doses to about 115 µM), inactives show at the highest dose activity change, negative = inhibition, actives largely listed as inhibitors. 290,000 tested, 0.037% active. MLL-CXXC / FITC-HOXA9 DNA fluorescence polarization. Q03164; active = well fitted inhibition curve with a large enough effect in the polarisation, with a control signal flat, not every such curve was filed as active; inconclusive = small, poorly fitted or top-dose-only effect, or effect the other way, or a change in a side signal; inactive = no such curve, though single readings can be large or run the other way; the % refers to the polarisation; also: potency is read from the fitted curve at half-maximal effect
#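 Fluorescence polarization: 7 uM MLL-CXXC (stock) preincubated 5 min with compounds, then 50 nM fluorescein-HOX-A9 DNA (stock) added; 30 min ambient. Buffer 50 mM Tris-HCl pH 7.5, 50 mM NaCl, 1 mM DTT, 0.05% BSA.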
# p53 reactivation – re-activators of mutant p53; H1299 p53-A138V BP100-luciferase reporter, luminescence, 24 h; Potency, µM (highest dose often 92.2 µM), for the others: at the highest dose activity change, positive = activation, most hits filed as activators; 320,000 tested, 0.063% active; AID 504706; also: potency is read from the fitted curve at half-maximal effect; % of control where 0% means no effect; nearly all actives have a fitted effect of over 45% in size
#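 p53-null H1299 cells stably carrying temperature-sensitive p53-A138V and a BP100-luciferase reporter were pinned with compounds (4-point, 1:5 series) and held 24 hrs at 37 deg C. Luminescence was read 10 min after detection reagent.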
# A-T KAP1 phos – potential ataxia-telangiectasia treatments restoring KAP-1 phosphorylation. […] A-T fibroblasts, KAP-1 phosphorylation AlphaLISA; neocarzinostatin DNA damage 30 min before lysis. Potency, µM (doses to about 57.5 µM), for inactives: top-dose activation, actives largely listed as activators. 320,000 tested, 0.19% active; also: potency is read from the fitted curve at half-maximal effect; % of control where 0% means no effect; nearly all actives have a fitted effect of over 45% in size
#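 ATM-like activity read as KAP-1 phosphorylation via AlphaLISA donor/acceptor antibody pairs after lysis and 6 hr at 25C. Cells were ATM-null patient fibroblasts ([…], hTERT), dosed 60 min, then exposed to the DSB inducer NCS for 30 min.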
# TRPV1 agonist – agonists of human vanilloid receptor 1 (TRPV1); Q8NER1; TRPV1-expressing cells, Fluo-8 calcium influx, agonist mode; activation, % at 8.33 µM; 320,000 tested, 0.19% active; in the data active = activation above about 80%; inconclusive = between about 30% and that limit; also: 0% is about no effect
#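 TRPV1-expressing cells were cultured overnight at 35.5C and loaded with Fluo-8 calcium dye for 40 to 90 min at room temperature. After a 10 s baseline, compound was added and calcium influx was read kinetically for 3 min (ex 480/em 520 nm).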
# ELG1 DNA repair – ELG1-dependent DNA repair inhibition; HEK293T ELG1-luciferase reporter, luminescence, 16 h; DNA damage induced by 5-fluorouridine; Potency, µM (titrated, usually from 46.1 µM), inactives show top-dose activity change, negative = inhibition, actives largely listed as inhibitors; 330,000 tested, 2.3% active; also: potency is read from the fitted curve at half-maximal effect; % is scaled to controls: 0 for no effect and ±100 for the full control effect; nearly all actives have a fitted effect of over 55% in size
#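 Step one: seed 2,000 cells per well. Step two: pin-transfer compound or DMSO alongside 5-fluorouridine. Step three: incubate 16 hr, 37 °C, 5% CO2. Step four: add ONE-Glo, wait 30 min, read luminescence.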
# * = called active by the depositor; ? = inconclusive; . = no result given; [ ] = dose if it differs, or a comment. Unless noted, calls follow the shape of the dose curve; as a rule, active = well fitted curve in the direction sought with a large enough effect; inconclusive = small, poorly fitted or top-dose-only effect, or another doubt; inactive = no such curve, though single readings can be large; an effect the other way counts as inactive or inconclusive. An unsorted share of the library, and some 3.8% of all compounds hit somewhere here.
SMILES,TSG101-PTAP inh,TCR activator,BRCA1 expr act,a7 integrin act,B2AR arrestin,MLL CXXC-DNA inh,p53 reactivation,A-T KAP1 phos,TRPV1 agonist,ELG1 DNA repair
CCOc1ccc(-c2cc(CCCC(=O)NCCC(C)C)no2)cc1,-2%,5%,36%,4%,-1.1%,10%,8%,-1%,10,?
COc1ccc(C)cc1S(=O)(=O)N(CC(=O)O)c1ccc(C)cc1,-3%,-11%,-4%,5%,-1.8%,4%,-1%,8%,1,8%
Fc1cc(F)cc(NC(=S)N2CCC(c3ccccc3)C2)c1 (centres undefined),-2%,1%,47%,12%,-0.7%,-7%,?,-1%,1,?
O=C(CSc1nnc(NC(=O)C2CC(=O)N(c3ccccc3)C2)s1)NCc1ccco1 (centres undefined),-11%,1%,3%,4%,1.8%,?,1%,5%,1,9%
C=CCn1c(COc2ccc(F)cc2)nnc1SCC(=O)Nc1cccc(S(N)(=O)=O)c1,1%,-3%,10%,21%,0.3%,-8%,0%,14%,0,?
COc1cc2c(cc1OC)C1=C(C#N)CC/C(=N\S(=O)(=O)c3cccc(Cl)c3)N1CC2,1%,0%,1%,-9%,-0.1%,20%,-3%,-3%,1,?
CC(=O)N(c1ccc2oc(=O)sc2c1)S(=O)(=O)c1cccs1,-5%,0%,-5%,7%,0.2%,0%,0%,5%,-3,5%
O=C(Nc1cccc(NC(=O)c2cccc(Cl)c2)c1)c1cccnc1,-5%,-7%,-20%,-10%,0.4%,5%,-3%,-2%,0,-11%
CCN1CCN(Cc2ccc(OC)c(OCc3ccccc3)c2)CC1,-6%,-1%,12%,-31%,.,-3%,.,.,-2,.
Cc1ccc(-n2nnc3ccccc3c2=O)cc1C,-5%,0%,4.5µM*,12%,0.0%,-3%,?,5%,1,?
CCOC(=O)C(=O)Nc1cc(Cl)ccc1C,0%,2%[46.1 µM],2%,8%,-2.0%,2%,1%,3%,3,3%
CC(C)(C)C(=O)Nc1nnc(SCC(=O)NCc2ccco2)s1,2%,8%[46.1 µM],1%,-7%,-0.5%,7%,1%,-6%,-4,0%

# Following part
SMILES,TSG101-PTAP inh,TCR activator,BRCA1 expr act,a7 integrin act,B2AR arrestin,MLL CXXC-DNA inh,p53 reactivation,A-T KAP1 phos,TRPV1 agonist,ELG1 DNA repair
O=c1[nH]c2ccccc2n1Cc1ccccc1,-4%,4%,30%,-6%,0.0%,16%,-4%,4%,6,0%
CSc1nc2sc3c(c2c2nnnn12)CCCC3,-6%,4%,-7%,-15%,-1.0%,-4%,12%,-11%,0,0%
CC(=O)Nc1ccc(C(=O)OCC(=O)Nc2ccc(N3CCOCC3)cc2)cc1,-1%,3%,0%,11%,0.0%,4%,-1%,4%,1,-7%
Cc1csc(N2CCN(c3cc4c(cc3Cl)nc(-c3ccncc3)n4CCCN3CCCC3)CC2)n1,-2%,0%,-37%,-10%,0.6%,21%,14%,-7%,3,?
COc1cccc(NC(=O)CSc2nc(C3CC3)nc3ccccc23)c1,-1%,-2%,-18%,-43%,0.0%,8%,2%,2%,15,?
Cc1cccc(C(=O)OCC(=O)NCc2cccs2)c1,-19%,13%,13%,21%,0.5%,1%,5%,7%,24,2%
O=C(CCCCCN1C(=O)[C@@H]2Cc3ccccc3CN2C1=O)NCCc1ccccc1,1%,-3%,6%,13%,-0.5%,3%,2%,1%,-1,0%
Cc1cccnc1NC(=O)C1CCN(S(=O)(=O)c2ccc3c(c2)CCC(=O)N3)CC1,-1%,2%,-12%,-17%,-0.3%,13%,0%,13%,2,0%
COc1ccc(C2CC(c3cccc(C(F)(F)F)c3)=NN2c2ccc(S(N)(=O)=O)cc2)cc1 (centres undefined),0%,-3%[46.1 µM],-71%,-6%,-0.3%,.,-13%,27%,.,-3%
O=C(NCc1n[nH]c(=S)n1-c1ccc(Cl)c(Cl)c1)c1cccs1,1%,-6%,-2%,-8%,-0.3%,-5%,0%,-3%,-6,7%
CC1CCc2sc3c(c2C1)c(=O)n(CC(=O)O)c(=O)n3Cc1ccc(Cl)cc1 (centres undefined),0%,-12%,-4%,-13%,-1.0%,-1%,6%,5%,?,15%
Cc1nnc(SCCn2c(N3CCCCC3)nc3c2c(=O)n(C)c(=O)n3C)s1,-7%,-5%,3%,-2%,.,.,.,.,.,.

# (next part)
SMILES,TSG101-PTAP inh,TCR activator,BRCA1 expr act,a7 integrin act,B2AR arrestin,MLL CXXC-DNA inh,p53 reactivation,A-T KAP1 phos,TRPV1 agonist,ELG1 DNA repair
CCOC(=O)C(C)n1cnc2sc(C)c(C)c2c1=O (centres undefined),-1%,4%[46.1 µM],-24%,-6%,-0.4%,5%,3%,-3%,1,0%
CC(C)(C)c1cc(C(=O)N2CCN(c3ncccn3)CC2)ccn1,-4%,-2%,-18%,2%,.,2%,.,.,-3,.
Cc1ccc(NC(=S)NCc2cccn2C)cc1,-1%,-24%,2%,5%,-0.3%,-3%,5%,-2%,?,5%
CCOC(=O)N1CCN(c2c(N3CCC(N4CCCCC4)CC3)c(=O)c2=O)CC1,-1%,3%,0%,5%,-0.2%,-4%,-1%,6%,0,13%
COc1ccccc1-c1cn[nH]c1-c1ccc(OCc2ccccc2)cc1O,0%,1%,-87%[inhibitor],-40%,-0.7%,0%,-10%,-2%,2,?
CC(C)(C)c1cc(=O)n2[nH]c(N)nc2n1,-2%,-8%,-12%,-8%,-0.4%,-6%,-1%,0%,0,-7%
COc1ccc(-c2ncccc2OC(=O)C23CC4CC(CC(C4)C2)C3)cc1,-1%,2%[46.1 µM],40%,16%,0.4%,13%,11%,3%,25,9%
Cc1cc(NC(=O)CCC(=O)N(Cc2cccs2)C(C(=O)NC2CCCC2)c2cccnc2)no1 (centres undefined),-8%,2%,-7%,-3%,-0.4%,-4%,0%,-2%,1,2%
CCCCCOC(=O)c1ccc(OC(=O)c2cncc(Br)c2)cc1,-9%,2%,57%,44%,-0.8%,-4%,5%,1%,1,?
Cc1ccc(C2C(C(=O)c3ccco3)=C(O)C(=O)N2c2nnc(C)s2)cc1 (centres undefined),-9%,9%,-8%,-4%,-0.1%,?,0%,-8%,15,14%
COC(=O)c1ccccc1OCCCOc1ccc(C=O)cc1OC,-2%,-1%,76%,-15%,-0.1%,9%,12%,1%,3,?
Cc1ccc([C@@H]2CC=C(C(=O)O)[C@H](c3ccc(F)cc3)N2S(=O)(=O)c2ccc(C)cc2)cc1,-1%,5%,4%,22%,0.1%,.,-7%,9%,2,-2%

# Next part:
SMILES,TSG101-PTAP inh,TCR activator,BRCA1 expr act,a7 integrin act,B2AR arrestin,MLL CXXC-DNA inh,p53 reactivation,A-T KAP1 phos,TRPV1 agonist,ELG1 DNA repair
COc1ccc(/C=C/c2nc(-c3ccccc3O)n[nH]2)cc1,-2%,-1%[46.1 µM],?,10%,-0.4%,?,?,1%,-4,?
O=C(COC(=O)CNS(=O)(=O)c1ccccc1)Nc1ccc(Cl)cn1,-7%,-1%,-3%,-7%,-0.1%,19%,4%,-1%,2,8%
O=C(CN1C(=O)NC(Cc2ccccc2)C1=O)NC(=O)NC1CCCCC1 (centres undefined),-5%,-1%,1%,-6%,0.2%,4%,-6%,-1%,1,-2%
CCNC(=O)c1ccc(=O)n(Cc2ccc(Cl)cc2Cl)c1,-3%,4%,1%,24%,.,.,.,.,.,.
Cc1nc2ccccn2c1C(=O)NC1CCCC1,0%,8%,-16%,9%,0.0%,-9%,3%,6%,-2,6%
Cc1nc(Sc2nnnn2C)c2c3c(sc2n1)CCC3,-3%,-5%,-76%,12%,-0.1%,18%,?,4%,5,?
Cc1ccc(C(=O)NCC(=O)NCCCc2ccccc2)cc1,-2%,-16%,-10%,36%,0.2%,-8%,3%,-10%,-1,0%
Cc1cccc(NC(=O)C2CCCN(c3nc(C)cc(C)n3)C2)c1 (centres undefined),-12%,4%,-12%,12%,0.1%,-2%,-2%,10%,2,0%
Cc1ccc(NC(Cc2cc(C)no2)c2ccccc2)cc1 (centres undefined),-3%,1%[46.1 µM],-20%,12%,-0.3%,2%,-8%,-1%,11,0%
COc1ccc2nc3oc(C(=O)NCc4cccs4)cc3cc2c1,1%,9%,8%,18%,-0.1%,18%,-1%,-2%,.,23%
Cc1ccc(S(=O)(=O)N(C)Cc2ccc(-c3nnc4n3CCC4)cc2)cc1,-6%,18%,2%,-39%,-0.2%,19%,2%,-4%,6,0%
O=C1O/C(=C/c2ccccc2)N=C1c1ccccc1,0%,1%[46.1 µM],2%,?,-1.7%,13%,4%,-2%,2,1%
CCOc1ccc(-n2ccnc2SCC(=O)Nc2cc(C)on2)cc1,0%,3%,-28%,-3%,-0.4%,11%,-1%,-3%,2,?
COC(=O)C1C(O)=C(C=Nc2ccccc2)C(=O)CC1(C)C (centres undefined),-1%,10%,11%,-18%,-0.1%,0%,-2%,1%,9,5%
